Screening data from PubChem BioAssay.
rCAG RNA binder: binders of r(CAG) RNA repeats, primary screen, biochemical, fluorescence | r(CAG) RNA repeat, TO-PRO-1 dye displacement fluorescence | inhibition, % at 3 µM | actives 1.3% (n = 370,000) | AID 651821, 2012;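 active means inhibition above the plate cutoff, the mean of all test compounds on that plate plus 3 SD, cut at about 35% in these data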;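 further: 0% = DMSO alone and 100% = 100 µM mitoxantrone as full dye displacement; higher means more dye released from RNA so lower well fluorescence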
PRMT1 FP inh: PRMT1 methyltransferase inhibitors, primary screen, biochemical, fluorescence polarization; Protein arginine N-methyltransferase 1 (Homo sapiens), Q99873; recombinant PRMT1, activity-based probe fluorescence polarization; inhibition, % at 2.79 µM; actives 1.3% (n = 370,000); AID 652257, 2013;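 active means inhibition above about 21% made by adding two undisclosed values, limit read from the data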
SIAE inh: human SIAE inhibitors, primary screen, biochemical, fluorescence polarization, FP-Rh probe, 1536-well HTS | SIAE FP-Rh probe binding | inhibition, % at 9.66 µM | actives 0.69% (n = 370,000) | AID 1053197, 2014;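 active means inhibition above a cutoff: mean of compounds within the control limits plus 3 SD of those, cut at about 17% in these data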;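 further: 0% = plate median of compound wells and 100% = probe without SIAE protein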
NPR2 activator: human GC-B receptor activators, primary screen, HEK293 GC-B cells, cGMP TR-FRET, EC30 CNP. activation, % at 10 µM. Atrial natriuretic peptide receptor 2 (Homo sapiens), P20594. actives 0.11% (n = 370,000). 0% at EC30 CNP, 100% saturating CNP;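 active means activation at 10 µM reaching about 35% in either raw or pattern-adjusted values, limit read from the data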
TCR CD3 inh: inhibitors of human TCR-CD3 interaction, primary screen, biochemical, fluorescence, TAMRA-labeled TCR probe. T-cell receptor (TCR). inhibition, % at 9.4 µM. actives 0.37% (n = 360,000). AID 651800, 2012; in the data active means inhibition above about 19%;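 further: recombinant mutant TCR 2C K166C tagged with TAMRA read by polarization; 0% = receptor in buffer alone and 100% = receptor with positive control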
HTRA1 inh: HTRA1 serine protease inhibitors, primary screen, biochemical, fluorescence polarization, HTS | Q92743 | recombinant HTRA1, FP-rhodamine activity-based probe | inhibition, % at 5.96 µM | actives 0.5% (n = 340,000) | AID 504803, 2011; in the data active means inhibition above about 36%;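 further: 0% = enzyme with DMSO and 100% = wells lacking enzyme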
Target sequence (Q92743 whole entry, looked up): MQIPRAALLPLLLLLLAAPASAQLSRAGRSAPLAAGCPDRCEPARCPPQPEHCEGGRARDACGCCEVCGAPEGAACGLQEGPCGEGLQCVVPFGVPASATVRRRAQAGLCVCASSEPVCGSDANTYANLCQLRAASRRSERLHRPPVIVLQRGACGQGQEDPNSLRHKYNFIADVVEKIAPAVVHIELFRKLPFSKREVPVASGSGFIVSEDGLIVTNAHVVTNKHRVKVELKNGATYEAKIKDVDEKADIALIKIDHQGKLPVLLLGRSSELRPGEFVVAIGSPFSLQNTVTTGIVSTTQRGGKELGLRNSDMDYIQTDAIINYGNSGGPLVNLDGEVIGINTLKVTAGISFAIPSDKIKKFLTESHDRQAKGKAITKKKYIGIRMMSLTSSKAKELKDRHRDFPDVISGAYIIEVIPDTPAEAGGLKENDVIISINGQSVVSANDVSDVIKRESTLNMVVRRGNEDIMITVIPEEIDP
TDP2 inh: human TDP2 enzyme inhibitors, primary screen, biochemical, epi absorbance, recombinant enzyme | Tyrosyl-DNA phosphodiesterase 2 (Homo sapiens), O95551 | T5PNP hydrolysis, p-nitrophenol absorbance 415 nm | inhibition, % at 12.8 µM | actives 0.34% (n = 370,000) | AID 720702, 2013;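 active means inhibition above the mean of all tested compounds plus 3 SD, set per campaign, cut at about 25% in these data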;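 further: 0% = DMSO with enzyme and 100% = buffer with substrate but no TDP2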
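System: recombinant human TDP2 / Amount: 120 nM TDP2 per well / Also added: 5 mM T5PNP chromogenic substrate / Doses: 12.8 µM single point, 1% DMSO / Incubation: 2 h at 37 °C / Detection: p-Nitrophenol epi absorbance / Evaluation: % inhibition relative to enzyme-containing and enzyme-free wells / Repeats: singlicate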
MBD2 inh: inhibitors of MBD2 binding to methylated DNA, primary screen, biochemical, TR-FRET, DNA-binding domain, human | MBD2 binding to methylated oligonucleotide | inhibition, % at 4.4 µM | actives 0.31% (n = 370,000) | AID 686964, 2013; in the data active means inhibition above about 13%
LEDGF integ inh: blockers of LEDGF/p75-dependent integrase strand transfer – biochemical, TR-FRET, high throughput, primary screen; HIV-1 integrase (with human LEDGF/p75); TR-FRET IN-LEDGF/p75 DNA integration, Eu/Cy5; inhibition, % at 3.7 µM; actives 0.64% (n = 370,000); AID 743269, 2014;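 active means inhibition above the screen-wide mean plus 3 SD, cut at about 13% in these data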;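 further: signal is the Cy5 over europium emission ratio at 671 and 618 nm; 0% = plate median of compound wells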
mABHD4 FP: ABHD4 inhibitors, primary screen, biochemical, fluorescence polarization, mouse; inhibition, % at 8.92 µM; purified mABHD4, FP-Rh probe fluorescence polarization; AID 720543, 2013; actives 0.54% (n = 370,000); (Lyso)-N-acylphosphatidylethanolamine lipase (Mus musculus), Q8VD66;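 active means inhibition exceeding the mean over every tested compound plus 3 SD, cut at about 30% in these data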;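 further: 0% = plate median of compound wells and 100% = S159A mutant with DMSO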
Target sequence (Q8VD66 whole entry, looked up): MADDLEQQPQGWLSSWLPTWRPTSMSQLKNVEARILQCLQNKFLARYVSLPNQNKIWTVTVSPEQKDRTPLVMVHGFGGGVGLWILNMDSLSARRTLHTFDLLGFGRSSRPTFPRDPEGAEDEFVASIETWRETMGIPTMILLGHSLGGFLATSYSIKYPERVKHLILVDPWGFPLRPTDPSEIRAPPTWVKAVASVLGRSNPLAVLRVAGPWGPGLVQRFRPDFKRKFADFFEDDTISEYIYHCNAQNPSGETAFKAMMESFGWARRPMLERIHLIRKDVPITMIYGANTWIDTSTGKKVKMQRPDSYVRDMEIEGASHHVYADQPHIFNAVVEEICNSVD
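Material: mouse ABHD4 enzyme, wild type; Benchmarks: S159A mutant high control, sample median low control; Buffer or medium: HEPES pH 7.0, NaCl, Pluronic buffer; Signal: fluorescence polarization; Read-out: percent inhibition of probe binding, normalized to plate controls; Timing: pre-incubation 45 min, probe exposure 60 min, at 25 °C; Dosing: 8.92 µM, single dose.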
The depositor's hits bear a star; . = not tested or not shown. Some of the compounds tested (hit frequency here may not be typical).

SMILES | rCAG RNA binder | PRMT1 FP inh | SIAE inh | NPR2 activator | TCR CD3 inh | HTRA1 inh | TDP2 inh | MBD2 inh | LEDGF integ inh | mABHD4 FP
COC(=O)[C@H](CC(C)C)NC(=O)Nc1cccc(Br)c1 | -2 | -3 | 2 | 2 | -2 | 2 | 3 | 1 | 4 | 1
COc1ccc(C(C(=O)NCC2CCCO2)N(Cc2cccs2)C(=O)c2snc(C(N)=O)c2N)cc1OC (stereo unspecified) | -7 | -2 | 0 | -3 | -4 | 3 | 2 | 2 | -4 | 8
COc1ccc(CC(=O)OCC(=O)Nc2ccc3c(c2)OCO3)cc1OC | 0 | -1 | -6 | 3 | -6 | 3 | 2 | 2 | 4 | 1
NS(=O)(=O)c1ccc(Nc2ncccc2[N+](=O)[O-])cc1 | -2 | -1 | -4 | 2 | 1 | 7 | 5 | -10 | -2 | 2
Cc1cc(C(=O)OCC(=O)Nc2ccc(F)c(F)c2)c(C)o1 | 7 | -1 | 2 | 6 | -1 | -8 | 3 | 0 | 1 | 0
COc1cc(/C=C(\C#N)c2nc(-c3cc4ccccc4oc3=O)cs2)ccc1O | 11 | 1 | -2 | 2 | 3 | 0 | -6 | -4 | 1 | 8
COc1ccc(CCC(C)Nc2ccc(F)cc2)cc1 (stereo unspecified) | -5 | 0 | 8 | 4 | 3 | -7 | -5 | 0 | 2 | 0
COc1ccccc1OCc1nnc(SCC(=O)c2cc(Cl)ccc2OC)o1 | 7 | 0 | -13 | 2 | 5 | -40 | 7 | -6 | 0 | -20
CCCSCCCNC(=O)c1cc2c(s1)CS(=O)(=O)C2 | 3 | -2 | -4 | -1 | -4 | 0 | 0 | 4 | 1 | 6
CCOc1ccc(S(=O)(=O)N2CCCC(C(=O)NCc3ccncc3)C2)cc1 (stereo unspecified) | -5 | -2 | -8 | 3 | 7 | 7 | 6 | -3 | -2 | 0
NS(=O)(=O)c1ccc(CNC(=O)c2cccc(S(=O)(=O)N3CCc4ccccc43)c2)cc1 | 23 | 1 | 4 | 0 | 6 | -17 | 5 | 2 | 0 | -10
Cc1cccc(-n2c(SC(C)C(=O)O)nc3sc4c(c3c2=O)CCCC4)c1 (stereo unspecified) | 18 | -1 | -2 | 2 | -2 | 1 | 9 | -2 | 3 | -5
CC1CCN(C(=O)CCN2C(=O)C3C4C=CC(C4)C3C2=O)CC1 (stereo unspecified) | -1 | -5 | -3 | 3 | -1 | 1 | 3 | 0 | -3 | 11
COc1cccc(C(C)(O)c2nc(-c3ccc4ccccc4c3)cs2)c1 (stereo unspecified) | 6 | 2 | -13 | 3 | -9 | . | -3 | 3 | 0 | -39
COc1cccc(C(C)(O)c2nc(/C=C/c3ccccc3)cs2)c1 (stereo unspecified) | 3 | -4 | 7 | -2 | -4 | . | -4 | -3 | -1 | -28
Cc1ccc(CCN2CC(C(=O)NC3CCC(C)CC3)CC2=O)cc1 (stereo unspecified) | -2 | 2 | 3 | 2 | -2 | -2 | 6 | -1 | -5 | 3
COc1cc(NC(=O)CN2C(=O)NC(C)(CCC(C)C)C2=O)cc(OC)c1 (stereo unspecified) | 2 | 2 | -6 | -5 | -10 | -5 | -5 | 8 | 1 | -14
Cc1noc(C)c1S(=O)(=O)Nc1ccc(C(=O)O)cc1 | -1 | 2 | 3 | -2 | -5 | 3 | -2 | 1 | -1 | 3
CCOc1cc(C(=O)N2CCN(c3ccc(C(C)=O)cc3)CC2)cc(OCC)c1OCC | -13 | 3 | -6 | -3 | -3 | -1 | 0 | 4 | -2 | 7
COc1ccc(NC(=O)C2CCN(C(=O)c3cccs3)CC2)cc1OC | 0 | 3 | 1 | -1 | 10 | 5 | -8 | 5 | -4 | -5

The final 3 compounds of the part above come first, to join the parts.
SMILES | rCAG RNA binder | PRMT1 FP inh | SIAE inh | NPR2 activator | TCR CD3 inh | HTRA1 inh | TDP2 inh | MBD2 inh | LEDGF integ inh | mABHD4 FP
Cc1noc(C)c1S(=O)(=O)Nc1ccc(C(=O)O)cc1 | -1 | 2 | 3 | -2 | -5 | 3 | -2 | 1 | -1 | 3
CCOc1cc(C(=O)N2CCN(c3ccc(C(C)=O)cc3)CC2)cc(OCC)c1OCC | -13 | 3 | -6 | -3 | -3 | -1 | 0 | 4 | -2 | 7
COc1ccc(NC(=O)C2CCN(C(=O)c3cccs3)CC2)cc1OC | 0 | 3 | 1 | -1 | 10 | 5 | -8 | 5 | -4 | -5
CCC1=C(OC(=O)N(CC)CC)N2C(=O)OC(=NCCc3c[nH]c4ccccc34)[C@]2(Cc2ccccc2)[C@H]2C1=CC[C@H]1C(=O)NC(=O)[C@H]12 | 0 | 0 | -6 | 1 | -2 | -19 | -6 | -4 | -3 | -5
CCN(CCCNC(=O)C1c2ccccc2C(=O)N(CCOC)C1c1ccc(F)cc1)Cc1ccccc1 (stereo unspecified) | -11 | -2 | 2 | -9 | -3 | 4 | 4 | 2 | -2 | 7
Cc1cccc(N2CCN(c3nc4ccc(Cl)cc4n4cnnc34)CC2)c1C | 3 | 0 | 3 | -9 | -3 | 0 | -10 | -4 | 4 | -2
COc1ccc(S(=O)(=O)N(C)C)cc1NCC(=O)Nc1cccc(C#N)c1 | 2 | -2 | 4 | -2 | 1 | -5 | -6 | -4 | 5 | 1
c1ccc(COc2ccc(-c3cc4nc(NCCOc5ccccc5)ccn4n3)cc2)cc1 | 10 | -1 | -17 | -1 | -2 | . | 4 | 6 | 0 | -51
CCC1([N+](=O)[O-])COC(c2ccc(C(C)C)cc2)OC1 (stereo unspecified) | 1 | -2 | 5 | 2 | 4 | -1 | 0 | 1 | -4 | 8
Cc1cc(NC(=O)COc2ccc3oc4ccccc4c3c2)no1 | 2 | 1 | -4 | -6 | 7 | 7 | 5 | 0 | -2 | -2
Cc1ccc(C(=O)Nc2cccc(C(=O)NC3CCCC3)c2)cc1 | -3 | -2 | 0 | -5 | 3 | 2 | 8 | -5 | 3 | 1
O=C(CCCC(=O)c1ccccc1)NCc1ccccc1 | -2 | -2 | 0 | 2 | 2 | 1 | 7 | -3 | -4 | 3
Cc1noc(C)c1NC(=O)Nc1cccc2c1O[C@H](CN(C)C(=O)Nc1ccc3c(c1)OCO3)[C@@H](C)CN([C@H](C)CO)C2=O | 6 | 1 | 4 | -1 | -7 | 4 | -2 | -5 | -1 | 7
O=C(O)c1cc([N+](=O)[O-])c(Nc2cccc3ccccc23)c([N+](=O)[O-])c1 | 27 | -6 | -2 | 2 | 1 | 11 | -22 | -8 | 5 | 35*
O=C1c2ccccc2NC(c2ccc(O)cc2)N1Cc1ccco1 (stereo unspecified) | 8 | 10 | 0 | -7 | -3 | -2 | -2 | 1 | -2 | 0
CCn1ncc(Br)c1C(=O)NC(C)c1ccccc1 (stereo unspecified) | -2 | 0 | 4 | -1 | -7 | -3 | 10 | -1 | 2 | 3
COc1cc(C(c2c(C)[nH][nH]c2=O)c2c(C)[nH][nH]c2=O)cc(Br)c1OC | 9 | -3 | 8 | -2 | 1 | 0 | 20 | -7 | -1 | 5
Cc1cc(CSc2ccc(Cl)cc2)ccc1N | 4 | 4 | 4 | 0 | 5 | 0 | -6 | -3 | -1 | 14
O=C1c2ccccc2[C@@H]2C[C@H](NC34CC5CC(CC(C5)C3)C4)[C@@H](O)CCN12 | 4 | -1 | -11 | 4 | 4 | 6 | -6 | 2 | 0 | 2
CN(C(=O)CCc1nnc(CCCCc2ccccc2)o1)C1CC(C)(C)NC(C)(C)C1 | -5 | 5 | -7 | -1 | -5 | 11 | -3 | 7 | 3 | -6
CCOc1ccc(CCNC(=O)c2cc(-c3ccccc3)c(N3CCOCC3)s2)cc1OC | 10 | 4 | -2 | 11 | . | . | 0 | 2 | -2 | 1
Cc1c(Br)cccc1NC(=O)C1(C)CCN1CCc1ccccc1 (stereo unspecified) | -1 | -3 | 4 | 0 | -2 | . | -3 | 1 | 1 | -6
Cc1cc(=O)oc2c(C)c(OCC(=O)N3CC[C@@]4(O)CCCC[C@H]4C3)ccc12 | -2 | -5 | -1 | -8 | 2 | 3 | 0 | -2 | 1 | -8
CSc1ccc(CCNC(=O)c2nn(C)c3c2CS(=O)(=O)c2ccccc2-3)cc1 | 0 | -2 | -6 | -1 | 3 | -16 | 15 | 3 | 3 | -7
O=C(C1CCCN(CCCc2ccccc2)C1)N1CCCCC1 (stereo unspecified) | -1 | 0 | -5 | 0 | 1 | 2 | 11 | 1 | 0 | -8
Cc1ccccc1NC(=O)c1cc(N)ccc1N1CCCCC1 | 0 | 4 | 3 | 2 | -8 | 4 | -7 | 0 | -5 | 17
COc1ccc2c(C(=O)c3ccc(C)cc3)n(CCCC(N)=O)[n+]([O-])c2c1 | -4 | 2 | 4 | -5 | 2 | -4 | -7 | 2 | 0 | 6
COc1ccccc1C(=O)Nc1cccc(NC(=O)c2ccccc2C)c1 | 1 | -3 | -3 | 1 | 0 | -15 | -3 | -3 | -4 | -6
CCN(C(=O)COC(=O)c1ccc(C)c(S(=O)(=O)N2CCOCC2)c1)C1CCS(=O)(=O)C1 (stereo unspecified) | -1 | 0 | 11 | 8 | -6 | 1 | 2 | 4 | -4 | 0
COc1ccc(NS(=O)(=O)c2ccc(NC(=S)NC(=O)c3cccnc3)cc2)nn1 | 3 | -1 | 4 | 3 | 2 | . | -6 | -5 | 2 | 2
CSC1=NCCN1C(=O)c1c(-c2c(F)cccc2Cl)noc1C | -5 | -3 | 3 | 1 | 6 | 5 | 10 | 3 | -2 | 2
CCCOc1ccc(N2C(=O)CC(NCCNc3ccc([N+](=O)[O-])cn3)C2=O)cc1 (stereo unspecified) | 4 | 32* | 6 | -5 | -3 | -6 | -7 | -2 | 3 | 3
Cc1c(C(=O)NCc2ccc3c(c2)OCCO3)sc(=O)n1Cc1ccccc1C#N | 0 | -1 | -7 | -24 | 10 | . | 5 | 0 | 5 | -4
COc1cc(NC(=O)CCc2c(C)noc2C)c(Cl)cc1C(=O)O | 4 | -2 | 2 | 0 | 1 | -1 | 5 | -6 | -2 | 7
Cc1ccnc(NS(=O)(=O)c2ccc(NC(=O)c3c(-c4ccccc4Cl)noc3C)cc2)n1 | 11 | -2 | 4 | 1 | -4 | -7 | -4 | 7 | 2 | 9
